# FLuc stim CS: affects firefly luciferase, flagging false hits in luciferase stimulation screens; P08659; ATPlite luciferase biochemical, luminescence, 10 min; 0 = ATP-free wells, 1 = DMSO control; activation factor at 10 µM; 200,000 tested, under 10 active; AID 1027;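 active = luciferase activation factor, scaled between plate controls, of at least 2 with compound at 10 µM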
#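 System: Luciferase/luciferin detection reagent, cell-free biochemical luciferase assay | Medium: PBS buffer for ATP | Dosing: Test compounds dosed from 2 mM stocks in 100% DMSO | Timing: 10 min at ambient temperature | Signal: Luminescence measurement of luciferase light output | Evaluation: Luciferase activation, seen as luminescence increase over controls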
# FLuc inhib CS: Photinus pyralis luciferase inhibition counter-screen; P08659; ATPLite firefly luciferase biochemical luminescence, 10 min; inhibition, % at 10 µM; 1.5% of 200,000 active;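 active = inhibition above about 50% when tested at 10 µM, limit read from the data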
# STAT1 inh: STAT1 signaling inhibition. NIH 3T3 STAT1-luciferase reporter, IFN-gamma, luminescence. inhibition, % at 5.5 µM. 0.35% of 200,000 active;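 active = inhibition above a set limit, the mean inhibition across all tested compounds plus 3 SD, cut at about 34% in these data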;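 also: 0% = IFN-gamma with DMSO and 100% = IFN-gamma with 300 µM nifuroxazide; values of inactives mirror those of a sister screen read the other way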
# ROMK primary: modulates human ROMK potassium channel activity; P48048; Tet-inducible ROMK, thallium flux fluorescence; actives lie on both sides; 2% of 130,000 active; B-score at 10 µM; AID 1918;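 active = signal ratio slope over the read window, or its plate-corrected B-score, at least 3 SD from the plate mean, either direction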;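 also: B-score of the F/F0 ratio slope over 7 to 12 s after thallium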
# Target sequence (P48048 whole entry, looked up): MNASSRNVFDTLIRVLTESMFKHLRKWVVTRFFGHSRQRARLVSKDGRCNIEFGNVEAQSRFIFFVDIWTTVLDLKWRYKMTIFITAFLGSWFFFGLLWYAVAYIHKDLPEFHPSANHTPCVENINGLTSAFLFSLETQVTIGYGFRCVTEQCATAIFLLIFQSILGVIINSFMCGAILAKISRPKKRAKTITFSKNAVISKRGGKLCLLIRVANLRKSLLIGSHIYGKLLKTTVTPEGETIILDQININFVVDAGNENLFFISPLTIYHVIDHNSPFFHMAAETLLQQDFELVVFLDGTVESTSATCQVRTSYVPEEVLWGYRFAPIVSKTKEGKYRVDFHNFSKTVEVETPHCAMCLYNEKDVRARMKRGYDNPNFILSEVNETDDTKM
# STAT1 activator: STAT1 signaling activation. AID 932. activation (% of control), % at 5.5 µM. NIH 3T3 STAT1-luciferase reporter, IFN-gamma, luminescence; 100% = IFN-gamma alone, no compound. 2.6% of 200,000 active;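 active = activation above the screen-wide mean activation plus 3 SD, cut at about 130% in these data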;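 also: raw ratio to IFN-gamma control signal so 100% means no change and 0% no light; values of inactives mirror those of a sister screen read the other way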
# STAT3 act: STAT3 signaling activation; U3A cells, IL-6 STAT3-luciferase reporter, luminescence; 100% = signal with IL-6 EC80 alone; activation (% of control), % at 5.6 µM; 0.91% of 190,000 active; AID 871;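 active = activation above the screen-wide mean of compound activation plus 3 SD, cut at about 130% in these data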;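 also: 0% = background luminescence of wells with medium and substrate only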
#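 Test system: Human STAT1-deficient U3A cells with stable STAT3-luciferase reporter | Also added: Interleukin-6, 33 ng/mL | Timing: Compound pre-incubation 1 h before IL-6, then 6 h stimulation at 37 °C | Technique: Luciferase reporter luminescence | Read-out: Percent of IL-6-only median luminescence | Benchmarks: IL-6-only wells as 100% reference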
# STAT3 blocker: STAT3 signaling inhibition | U3A cells, IL-6 STAT3-luciferase reporter, luminescence; host cell line lacks STAT1 | inhibition, % at 5.5 µM | 0.89% of 190,000 active;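 active = inhibition above the mean inhibition across all screened compounds plus 3 SD, cut at about 44% in these data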;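 also: 0% = DMSO only wells and 100% = 100 µM nifuroxazide control wells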
# NF-kB expr up: compounds increasing NF-kB expression in human neuronal cells; NF-kB reporter expression; active compounds read high; fold change at 12.5 µM; 1.6% of 190,000 active; AID 1239; in the data active = fold change above about 3.3
# APP transl inh: APP translation inhibition; SH-SY5Y APP 5'UTR-luciferase reporter, luminescence; inhibition, % at 2 µM; 0.82% of 190,000 active; AID 1285;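 active = inhibition above a set limit, derived from the sample mean plus 3 SD, cut at about 45% in these data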; also: values of inactives mirror those of a sister screen read the other way
# APP 5'UTR act: APP 5'UTR luciferase reporter activation; SH-SY5Y APP 5'UTR luciferase reporter, luminescence; zero percent = DMSO vehicle wells; activation, % at 2 µM; 1% of 190,000 active; AID 1276;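 active = activation above a set limit, based on mean plus 3 SD of controls, cut at about 140% in these data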; also: values of inactives mirror those of a sister screen read the other way
# * = called active by the depositor; . = no result given.
[1] O=C(Oc1cccc2ccccc12)c1ccncc1
[2] O=C(NCCCCc1ccccc1)C1CC(c2ccc([N+](=O)[O-])cc2)=NO1 (configuration not stated)
[3] CC1CCN(C(=S)c2cn(Cc3ccc(F)cc3)c3ccccc23)CC1
[4] CCOC(=O)c1cc(-c2ccc(Cl)s2)nc2c1c(C)nn2C
[5] CCOC(=O)N1CCN(C(=O)C2CC(=O)N(Cc3ccc(OC)cc3)C2)CC1 (configuration not stated)
[6] Cc1ccc(-c2csc(NC(=O)COC(=O)c3cccc(S(=O)(=O)N4CCOCC4)c3)n2)cc1
[7] CCCCC1S/C(=N/N=C/c2ccc(OC)cc2)N(Cc2ccc(OC)cc2)C1=O (configuration not stated)
[8] CCn1c2ccc(OC)cc2c2nc3ccccc3nc21

entry no.,1,2,3,4,5,6,7,8
FLuc stim CS,1,1,1.1,1,1,0.8,1,1
FLuc inhib CS,-3.1,-4.6,-10.0,-2.4,-1.3,17.6,-4.8,-0.7
STAT1 inh,0.8,9.6,5.7,3.4,-7.2,-34.9,2.0,-6.7
ROMK primary,-0.0208,.,-1.42,0.788,.,.,.,-0.0474
STAT1 activator,99.5,91.2,94.9,96.9,106.6,131.1*,98.1,106.6
STAT3 act,115.8,95.1,97.1,87.9,102.8,104.4,105.6,104.7
STAT3 blocker,-16.5,10.0,10.0,18.0,-1.4,-4.1,-2.4,-4.2
NF-kB expr up,0.59,1.1,1.13,1.09,0.92,3.57*,1.12,1.53
APP transl inh,-10.6,-15.2,-4.1,6.1,-1.6,-86.3,13.5,3.8
APP 5'UTR act,10.6,15.2,4.1,-6.1,1.6,86.3,-13.5,-3.8

[9] CC1CCc2c(sc(NC(=O)COC(=O)C3CCCO3)c2C#N)C1 (configuration not stated)
[10] CCOC(=O)c1nn(-c2ccccc2C)c2nc(Nc3ccccc3)cc(=O)n12
[11] Cc1ccc(NC(=O)c2cccc(OC(F)F)c2)c(OC(F)F)c1
[12] CCCCOc1ccc(NC(=O)C(=O)NCCC2=CCCCC2)cc1
[13] Cc1cccn2c(=O)c(/C=C(\C#N)S(=O)(=O)c3ccccc3)c(N3CCC(C(N)=O)CC3)nc12
[14] O=C(NC1=NCCS1)c1nc(-c2ccccc2)n(-c2ccccc2)n1
[15] Cc1ccc(-c2csc(NC(=O)c3cccc(S(=O)(=O)N4CCN(C)CC4)c3)n2)cc1
[16] Cc1csc(NC(=O)CSc2nnc(NC(=O)COc3ccc(Cl)cc3)s2)n1

entry no.,9,10,11,12,13,14,15,16
FLuc stim CS,0.9,1.1,1,1.1,1.1,1.1,1,1
FLuc inhib CS,7.4,-10.8,0.6,-6.5,-10.0,-7.0,-4.2,1.2
STAT1 inh,-0.2,-11.0,3.5,-3.0,5.2,-0.5,1.8,-9.9
ROMK primary,0.392,-0.266,.,.,-1.04,.,.,.
STAT1 activator,98.4,109.7,96.9,102.7,95.1,100.4,97.2,108.9
STAT3 act,100.5,85.7,88.7,105.5,92.2,103.5,97.5,101.1
STAT3 blocker,3.1,20.4,16.1,-5.1,13.6,0.0,9.3,1.1
NF-kB expr up,1.53,1.1,1.38,1.06,1.07,1.15,0.49,1.04
APP transl inh,-30.1,12.2,-6.4,0.9,-2.3,3.6,-0.3,-7.7
APP 5'UTR act,30.1,-12.2,6.4,-0.9,2.3,-3.6,0.3,7.7

# The list goes on, overlapping the part above by 4 compounds.
[13] Cc1cccn2c(=O)c(/C=C(\C#N)S(=O)(=O)c3ccccc3)c(N3CCC(C(N)=O)CC3)nc12
[14] O=C(NC1=NCCS1)c1nc(-c2ccccc2)n(-c2ccccc2)n1
[15] Cc1ccc(-c2csc(NC(=O)c3cccc(S(=O)(=O)N4CCN(C)CC4)c3)n2)cc1
[16] Cc1csc(NC(=O)CSc2nnc(NC(=O)COc3ccc(Cl)cc3)s2)n1
[17] COc1cc(C(=S)N2CCCCC2)ccc1OCC(=O)Nc1ccccc1Cl
[18] O=C(CCSCCC(=O)Nc1ccccc1F)Nc1ccccc1F
[19] CC1=C(C(=O)OC(C)C)C(c2cccnc2)C2=C(CCCC2=O)N1 (configuration not stated)
[20] O=C(CSc1nc2c(sc3ccccc32)c(=O)n1CCCN1CCCC1)NCc1ccccc1
[21] CCOC(=O)c1c(NC(=O)CSc2nnc(-c3cccc(C)c3)n2CC)sc(C(C)=O)c1C
[22] COc1ccc(Cn2c(-c3ccc(C)cc3)nc3c(c(=O)c4ccccc4n3C)c2=O)cc1
[23] N#Cc1c(/N=C/C=C/c2ccccc2)sc2c1CCCC2
[24] COc1ccc(CCNC2=CC(=O)N(c3ccc(F)cc3)C2=O)cc1
[25] CCCN(C(=O)COc1ccc(Cl)cc1Cl)c1c(N)n(Cc2ccccc2)c(=O)[nH]c1=O
[26] CCn1cc(/C=N\NC(=O)c2cc(-c3ccccc3OC)nc3ccccc23)c(C)n1

entry no.,13,14,15,16,17,18,19,20,21,22,23,24,25,26
FLuc stim CS,1.1,1.1,1,1,1.1,1,1,1.1,1.1,1.1,0.9,1.1,1,1
FLuc inhib CS,-10.0,-7.0,-4.2,1.2,-7.2,-3.5,-2.4,-5.9,-6.3,-11.4,5.3,-8.5,-4.2,-2.2
STAT1 inh,5.2,-0.5,1.8,-9.9,-12.0,-2.0,16.7,-1.7,12.3,3.1,9.0,-1.2,-5.8,8.3
ROMK primary,-1.04,.,.,.,-0.222,0.0655,.,-3.51*,.,0.193,0.629,-0.357,-0.309,-0.6
STAT1 activator,95.1,100.4,97.2,108.9,110.0,101.7,84.8,101.1,88.9,97.2,91.9,102.8,103.5,92.3
STAT3 act,92.2,103.5,97.5,101.1,72.2,90.9,99.4,111.6,94.3,100.3,94.5,99.7,98.8,108.3
STAT3 blocker,13.6,0.0,9.3,1.1,36.6,14.2,4.5,-11.7,16.7,-3.0,12.9,5.4,6.4,-11.9
NF-kB expr up,1.07,1.15,0.49,1.04,1.31,1.23,0.96,0.8,0.65,1.08,1.04,1.17,.,1.17
APP transl inh,-2.3,3.6,-0.3,-7.7,6.9,10.4,-5.7,-17.9,-6.7,-11.4,-5.2,-1.9,-7.9,1.4
APP 5'UTR act,2.3,-3.6,0.3,7.7,-6.9,-10.4,5.7,17.9,6.7,11.4,5.2,1.9,7.9,-1.4

# Gathered by group, the entries above containing a cyano group (3)
[9] CC1CCc2c(sc(NC(=O)COC(=O)C3CCCO3)c2C#N)C1 (configuration not stated)
[13] Cc1cccn2c(=O)c(/C=C(\C#N)S(=O)(=O)c3ccccc3)c(N3CCC(C(N)=O)CC3)nc12
[23] N#Cc1c(/N=C/C=C/c2ccccc2)sc2c1CCCC2

entry no.,9,13,23
FLuc stim CS,0.9,1.1,0.9
FLuc inhib CS,7.4,-10.0,5.3
STAT1 inh,-0.2,5.2,9.0
ROMK primary,0.392,-1.04,0.629
STAT1 activator,98.4,95.1,91.9
STAT3 act,100.5,92.2,94.5
STAT3 blocker,3.1,13.6,12.9
NF-kB expr up,1.53,1.07,1.04
APP transl inh,-30.1,-2.3,-5.2
APP 5'UTR act,30.1,2.3,5.2

# Screening data deposited in PubChem BioAssay by several laboratories.
